Screening data as filed in PubChem.
KDM5B inh – Primary screen for KDM5B Histone Demethylases FDH-coupled qHTS | KDM5B demethylase, FDH-coupled NADH fluorescence (FDH is formaldehyde dehydrogenase) | Potency, µM (doses to about 57.7 µM), without a hit: top-dose activity change, negative = inhibition, actives largely listed as inhibitors | hit rate 2.6% among 220,000 | Lysine-specific demethylase 5B (Homo sapiens), Q9UGL1; active means well fitted inhibition curve with a large enough effect; inconclusive means small, poorly fitted or top-dose-only effect; inactive means no such curve, though single readings can be large or run the other way; further: 0% is about no effect; nearly all actives have a fitted effect of over 70% in size
Target sequence (Q9UGL1 whole entry, looked up): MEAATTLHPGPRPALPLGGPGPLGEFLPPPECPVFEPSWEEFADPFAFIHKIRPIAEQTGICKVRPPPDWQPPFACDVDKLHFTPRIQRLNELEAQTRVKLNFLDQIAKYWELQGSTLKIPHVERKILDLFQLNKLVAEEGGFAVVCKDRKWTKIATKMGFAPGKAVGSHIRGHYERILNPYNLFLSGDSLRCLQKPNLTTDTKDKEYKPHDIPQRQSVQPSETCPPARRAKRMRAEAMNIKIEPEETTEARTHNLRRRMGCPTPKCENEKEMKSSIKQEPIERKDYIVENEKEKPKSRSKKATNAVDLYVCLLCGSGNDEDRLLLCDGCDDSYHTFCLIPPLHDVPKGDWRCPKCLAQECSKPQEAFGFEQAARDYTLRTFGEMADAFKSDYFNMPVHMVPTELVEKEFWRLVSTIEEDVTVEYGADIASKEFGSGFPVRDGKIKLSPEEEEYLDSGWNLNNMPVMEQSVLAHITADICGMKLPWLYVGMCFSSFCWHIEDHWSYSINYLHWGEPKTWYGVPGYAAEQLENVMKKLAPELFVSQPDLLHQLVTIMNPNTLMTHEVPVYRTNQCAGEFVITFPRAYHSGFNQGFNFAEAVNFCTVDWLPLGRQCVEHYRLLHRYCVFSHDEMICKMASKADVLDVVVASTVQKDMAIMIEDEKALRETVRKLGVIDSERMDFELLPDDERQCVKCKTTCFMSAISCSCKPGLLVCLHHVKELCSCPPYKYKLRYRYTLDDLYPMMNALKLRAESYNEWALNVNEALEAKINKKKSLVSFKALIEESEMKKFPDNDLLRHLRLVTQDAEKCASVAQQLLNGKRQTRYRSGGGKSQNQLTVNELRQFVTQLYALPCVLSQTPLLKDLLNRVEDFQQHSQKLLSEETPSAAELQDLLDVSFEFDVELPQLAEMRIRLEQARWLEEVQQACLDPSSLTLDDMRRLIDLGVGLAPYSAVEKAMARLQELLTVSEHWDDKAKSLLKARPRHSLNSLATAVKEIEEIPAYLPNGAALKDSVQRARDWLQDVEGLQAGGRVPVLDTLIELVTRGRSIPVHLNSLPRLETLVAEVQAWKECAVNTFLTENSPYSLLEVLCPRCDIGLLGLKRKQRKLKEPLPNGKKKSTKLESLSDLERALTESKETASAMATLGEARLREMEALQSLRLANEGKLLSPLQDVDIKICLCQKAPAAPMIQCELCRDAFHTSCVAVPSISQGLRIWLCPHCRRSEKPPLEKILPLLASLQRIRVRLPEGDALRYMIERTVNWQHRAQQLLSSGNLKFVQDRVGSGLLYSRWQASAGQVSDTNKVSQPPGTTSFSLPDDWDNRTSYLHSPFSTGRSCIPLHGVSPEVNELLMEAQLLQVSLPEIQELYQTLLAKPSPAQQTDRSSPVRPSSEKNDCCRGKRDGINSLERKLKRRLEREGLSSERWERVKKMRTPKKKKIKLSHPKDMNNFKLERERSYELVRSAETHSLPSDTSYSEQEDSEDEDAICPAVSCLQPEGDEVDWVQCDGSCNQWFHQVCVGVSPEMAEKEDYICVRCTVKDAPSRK
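Coupled FDH/NAD⁺ fluorescence readout. KDM5BΔAP 200 nM final; compound titration, 10 min RT preincubation; substrate mix 12.5 µM H3K4me3, 25 µM 2-OG, 50 µM Fe(II), 100 µM ascorbate, 0.25 mM NAD⁺, 0.25 U/mL FDH; ΔRFU over 30 min.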
Active calls of the source: *; ? = inconclusive; [ ] = dose if it differs, or a comment. Potency means the concentration at half of the fitted maximal effect.

SMILES	KDM5B inh
CS(=O)(=O)Nc1ccc2c(c1)ncn2CCc1ccccc1	27%
O=c1[nH]c(N2CCOCC2)nc2c1CCN(Cc1ccccc1C(F)(F)F)CC2	-3%
COc1ccc(/C=C/C(=O)NC(=S)Nc2ccc(S(N)(=O)=O)cc2)cc1	5%
COc1ccc(C2Cn3cnc(C(=O)N4CCC(C(=O)NCC5CCCCC5)CC4)c3CO2)cc1 (stereo not drawn)	16%
O=C(N/N=C(\CC(=O)c1cccs1)C(F)(F)F)c1ccncc1	?
CCOC(=O)C(C)Oc1ccc2c(=O)c(Oc3ccccc3)c(C)oc2c1 (stereo not drawn)	4%
CCc1ncc(C(=O)N2CCCC(CCc3cccc(C(F)(F)F)c3)C2)cn1 (stereo not drawn)	12%
Cc1nc(N2CCC(C(=O)Nc3ccc(F)c(Cl)c3)CC2)cc(C(F)(F)F)n1	-26%
Cc1cc(CN2CCC(N3Cc4ccccc4C3=O)CC2)on1	-10%[86.2 µM]
Cn1cnc(S(=O)(=O)N2CC(Oc3ccc(-c4nc(-c5ccccc5)no4)cc3)C2)c1	7%
O=C(Nc1ccccc1)N[C@H]1C[C@H]2C(=O)NC[C@@H](CCC(=O)N3CCc4ccccc43)N2C1	?
CC1=C/C(=N/NC(=S)Nc2ccc(Cl)cc2)CC(C)(C)C1	17%
COc1ccc(-n2nc3cc(C)c(NC(=O)COc4cccc(C)c4)cc3n2)cc1	-55%
OCc1cccc(-c2ccc3ncc(Nc4ccccc4F)n3n2)c1	-36%[86.2 µM]
O=C(c1cc(F)ccc1F)N1CCN(c2cc(-c3ccc(F)cc3)[nH]n2)CC1	-12%
CCOC(=O)c1cc(NC(=O)c2cnccn2)cc(C(=O)OCC)c1	6%
N/C(=N\OC(=O)CCC1CCCC1)c1ccc(Br)cc1	20%
O=C(CCS(=O)(=O)c1nc(-c2ccc3c(c2)OCO3)cc(C(F)(F)F)n1)Nc1ccc(F)c(Cl)c1	?
COc1ccc(C(=O)/C=C/c2cccs2)c(OC(=O)c2cccs2)c1	0%
CCCCCOc1ccc(C(=O)N(Cc2ccccc2)C2CCS(=O)(=O)C2)cc1 (stereo not drawn)	-15%
CC(=O)Nc1cc(C(=O)NCCC2=CCCCC2)ccc1Sc1ccc(C)cc1	-23%
COc1ccc(-n2nc(C)c3onc(C)c3c2=O)cc1	21%
COc1cccc(/C=C/c2nc3c(ccc4ccccc43)s2)c1OC	?
O=C(/C=C/c1cc(O)ccc1Br)c1ccc(Cl)cc1Cl	?
CCC(=O)N1CCC(C(NC(=O)c2ccccc2)C(=O)NCc2ccccc2)CC1 (stereo not drawn)	-9%
CCCCOc1ccc(NC(=O)c2ccccc2Cl)c2cccnc12	-15%
COc1ccc(C(=O)N2CCC3(CC2)CC(=O)N(c2ccccc2)c2ccccc2O3)cc1	-5%
Cc1ccccc1CNC(=O)C(=O)NCC1OCCCN1S(=O)(=O)c1cccs1 (stereo not drawn)	-15%
CCc1nc2cc(N3CCC(C(=O)NCc4cccc(F)c4)CC3)cnc2nc1CC	?
COc1cc(/C=C(\C#N)c2nc3ccccc3[nH]2)ccc1OC(C)C(=O)O (stereo not drawn)	-23%
CC1CCN(C(=O)c2cc3c(s2)CCC(C(=O)NCCCN2CCOCC2)C3)CC1 (stereo not drawn)	5%
Cc1ccc(CNS(=O)(=O)c2ccc3c(c2)N(Cc2noc(C)n2)C(=O)CO3)cc1	17%
CCOC(=O)C1CCCN(c2nc3c(S(=O)(=O)c4ccc(Br)cc4)nnn3c3ccsc23)C1 (stereo not drawn)	?
CC(=O)Nc1ccc(S(=O)(=O)N(C)CC(=O)OC(C)C(=O)N(C)C2CCCCC2)cc1 (stereo not drawn)	-8%
CC(=O)c1ccc(N2CCN(C(=O)CS(=O)(=O)c3cccc4nsnc34)CC2)cc1	?
CN(C)c1ccc(CNC(=O)CCS(=O)(=O)c2ccc3c(c2)oc(=O)n3C)cc1	?
COc1ccccc1CN(C)CC(O)COc1c(C)ccc(C)c1C (stereo not drawn)	19%
CC(=O)Nc1cccc(OCC(=O)NC(C)c2ccc3ccccc3c2)c1 (stereo not drawn)	-5%
COCC(=O)N(C1CCOCC1)C1CCN(C(=O)c2cc(F)ccc2F)CC1	-2%
COc1ccc(-c2nc(Nc3ccc(C)cc3)c3ccccc3n2)cc1	?
CCOC(=O)c1c(C)[nH]c(CCC(=O)NCCCN2CCN(c3ccccc3F)CC2)c1C	?
COCCn1c(=O)c2c(n1Cc1ccccc1)CN(Cc1cncc(OC)c1)CC2	?
COc1ccc(C(=O)NC2CCSc3ccccc32)cc1 (stereo not drawn)	29%
COc1ccc(Oc2coc3cc(OC(=O)c4ccccc4Cl)ccc3c2=O)cc1	-30%
Cc1cc(N2CCC(C)CC2)nc2ccc(NC(=O)/C=C/c3cccc(Cl)c3)cc12	-15%

For reference, some entries already given:
SMILES	KDM5B inh
CC1CCN(C(=O)c2cc3c(s2)CCC(C(=O)NCCCN2CCOCC2)C3)CC1 (stereo not drawn)	5%
Cc1ccc(CNS(=O)(=O)c2ccc3c(c2)N(Cc2noc(C)n2)C(=O)CO3)cc1	17%
CCOC(=O)C1CCCN(c2nc3c(S(=O)(=O)c4ccc(Br)cc4)nnn3c3ccsc23)C1 (stereo not drawn)	?
CC(=O)Nc1ccc(S(=O)(=O)N(C)CC(=O)OC(C)C(=O)N(C)C2CCCCC2)cc1 (stereo not drawn)	-8%
CC(=O)c1ccc(N2CCN(C(=O)CS(=O)(=O)c3cccc4nsnc34)CC2)cc1	?
CN(C)c1ccc(CNC(=O)CCS(=O)(=O)c2ccc3c(c2)oc(=O)n3C)cc1	?

Following part.
SMILES	KDM5B inh
COc1ccccc1OC1(C(=O)O)CCN(Cc2cccnc2)CC1	30%[activator]
C(=C\c1ccccc1)/Sc1cccc2cccnc12	?
O=C1NCc2ccccc2CC12CCN(Cc1c[nH]c3ccccc13)CC2	-7%[115 µM]
O=C(N/N=C/c1cccs1)c1cccc(N/N=C/c2cccs2)c1	0%
COc1cccc(C(=O)n2nc(-c3ccco3)nc2NCc2cccs2)c1	-27%
COC(=O)c1ccc(CNC(=O)CCl)cc1	-6%
CC(C)(C)CN[C@@H](Cn1ccc(=O)[nH]c1=O)C(=O)O	-2%[115 µM]
O=C(CC1CCCN(c2cn[nH]c(=O)c2)C1)N1CCN(c2ccccn2)CC1 (stereo not drawn)	-28%
C#CCN(C(=O)Cn1c(=O)c2c(ncn2C)n(C)c1=O)C1CCCCC1	27%
CCC(=O)Nc1ccc2nnc(-c3ccc(C(=O)Nc4ccc5c(c4)OCCO5)cc3)n2c1	-5%
CC(C)C(NS(=O)(=O)c1ccc2c(c1)oc(=O)n2C)C(=O)NCCc1ccc(Cl)cc1 (stereo not drawn)	11%
CC(=O)N1CCc2c(sc3c2c(=O)n(-c2ccccc2Cl)c(=O)n3Cc2cccc(C)c2)C1	-15%
CCC(NC(=O)C12CC3CC(CC(C3)C1)C2)c1ccccc1 (stereo not drawn)	26%
COC(=O)C1=C(C)NC(=O)NC1c1ccc(Cl)cc1 (stereo not drawn)	-9%
COC(=O)COc1ccccc1/C=C/C(=O)c1cc2ccccc2o1	-26%
O=C(Nc1ccccc1Cl)c1c2c(nc3ccccc13)CCCC2	25%
COc1ccc(CCNC(=O)c2c(C)oc3ncnc(N4CCOCC4)c23)c(OC)c1	-8%
CCCCC(=O)Nc1cccc(-c2nc3ccccc3o2)c1C	10%
CCc1cc(C(=O)N2CC=C(c3ccccc3)CC2)sc1C	-2%
O=C(Cn1cnnn1)N1CC(c2noc(C3CCCN3CC3CC3)n2)C1 (stereo not drawn)	-20%
COc1ccccc1CCNC(=O)c1csc(NC(C)C)n1	-5%
CC(=O)c1c(C)[nH]c(C(=O)C(C)OC(=O)c2cc(Cl)ccc2F)c1C (stereo not drawn)	22%
COc1ccc([S+](=O)([O-])c2nnn3c2nc(N2CCOCC2)c2ccccc23)cc1	79µM*
COc1ccccc1-c1[nH]nc2ncc(C(=O)NCC3CCOCC3)nc12	?
Cc1cc2ccccc2n1CC(=O)N1CCN(CC(=O)N2CCCCCC2)CC1	-5%
O=C(CN1CCN(C(=O)c2nn(Cc3ccccc3)c(=O)c3ccccc23)CC1)N1CCOCC1	4%
CCCNc1ccc(F)cc1	20%
CCCCn1c(N)c(N(C(=O)c2cc(CCC)c(C)s2)C2CCCC2)c(=O)[nH]c1=O	35%[activator]
CCc1ccc(NC(=O)N2CCC(OC3CCN(S(C)(=O)=O)CC3)CC2)cc1	-15%
CN(C)C(=O)C1CN(C(=O)Nc2cccc(Cl)c2F)CC12CCOCC2 (stereo not drawn)	19%

A draw from above in order of SMILES length, falling:
SMILES	KDM5B inh
CN(C)C(=O)C1CN(C(=O)Nc2cccc(Cl)c2F)CC12CCOCC2 (stereo not drawn)	19%
O=C(Cn1cnnn1)N1CC(c2noc(C3CCCN3CC3CC3)n2)C1 (stereo not drawn)	-20%
O=C(Nc1ccccc1Cl)c1c2c(nc3ccccc13)CCCC2	25%

Shown as a markdown table: 6 of the compounds above
| SMILES | KDM5B inh |
| --- | --- |
| COc1ccc([S+](=O)([O-])c2nnn3c2nc(N2CCOCC2)c2ccccc23)cc1 | 79µM* |
| COc1ccccc1-c1[nH]nc2ncc(C(=O)NCC3CCOCC3)nc12 | ? |
| Cc1cc2ccccc2n1CC(=O)N1CCN(CC(=O)N2CCCCCC2)CC1 | -5% |
| O=C(CN1CCN(C(=O)c2nn(Cc3ccccc3)c(=O)c3ccccc23)CC1)N1CCOCC1 | 4% |
| CCCNc1ccc(F)cc1 | 20% |
| CCCCn1c(N)c(N(C(=O)c2cc(CCC)c(C)s2)C2CCCC2)c(=O)[nH]c1=O | 35%[activator] |

(listing goes on)
SMILES	KDM5B inh
COc1cc(NC(=O)c2cc(C)no2)cc(OC)c1OC	1%
O=C(/C=C/c1ccccc1OCc1cccnc1)c1ccc(N2CCOCC2)cc1	-24%
Cc1cc(Cl)ccc1NC(=O)CN1C(=O)COc2ccc(S(=O)(=O)Nc3ccccc3)cc21	?
COc1cccc(N2CC(C(=O)NCC3CC3)NC2=O)c1 (stereo not drawn)	-17%[86.2 µM]
O=C(NC(=S)NC1CCSC1=O)c1cccc([N+](=O)[O-])c1 (stereo not drawn)	-11%
Cc1ccc(-n2c(=O)c3c(c4cc(C)ccc4n3C)n(CC(=O)NCC3CCCO3)c2=O)cc1 (stereo not drawn)	?
O=C(N[C@H]1CCN2C(=O)c3cc(-c4ccc5c(c4)OCO5)ccc3NC(=O)[C@H]12)c1cccs1	?
CCOC(=O)CNC(=O)c1cc2c(=O)n(CC)c3ccccc3c2s1	?
CC(C)c1cc(C(=O)NCCc2nc(-c3cccnc3)no2)nc2ncnn12	-15%
CCCCCCNC(=S)Nc1ccccc1	-12%
Cc1nnc(N2CCC(C(=O)NCCC(C)C)CC2)c2nn(-c3ccc(Cl)cc3)c(C)c12	?
CCc1cccc(-n2c(=O)c3cccnc3n2CC(=O)NCc2ccc(C)cc2)c1	?
O=C1c2ccccc2S(=O)(=O)N1Cc1c(F)cccc1Cl	9%
CC(=O)c1cccc(NC(=O)Cn2c(N3CCCCC3)nc(C)c(C)c2=O)c1	11%
C=CCn1c(SC/C=C/C)nc2c1c(=O)n(C)c(=O)n2C	8%
CN1C(=O)CCCCC1C(=O)NCc1ccc(F)cc1 (stereo not drawn)	-11%
COCCNC(=O)[C@@H]1Cc2cn(Cc3cccnc3)c3cccc(c23)[C@H](CC(C)C)N1	-21%[86.2 µM]
CCN(CC)c1ccc(-c2nnc(SCCS(=O)(=O)c3ccc(Cl)cc3)o2)cc1	8%
CCCSCCCNC(=O)Cn1c(-c2cccs2)cc2ccccc21	?
COc1ccc(S(=O)(=O)N[C@H](C)c2onc(-c3cccnc3)c2C(=O)O)cc1	0%[86.2 µM]
O=C(COc1ccc2ccccc2c1)NC1CC(=O)N(c2ccc(F)cc2)C1 (stereo not drawn)	-13%
CC(C)CNC(=O)COc1ncnc2ccccc12	25%
CC1(C)CC(=O)C2=C(C1)OC(N)=C(C#N)C2c1ccc2c(c1)OCO2 (stereo not drawn)	-24%
Cc1ccc(S(=O)(=O)N2CCN(Cc3csc(C)n3)CC2)cc1	-2%
CCOc1ccccc1CNC(=O)c1nnn2cc(C)[nH]c(=O)c12	-16%
CC1CCCCN1C(=O)c1cc(-c2ccc(Br)cc2)on1 (stereo not drawn)	11%[11.5 µM]
CC(C)[C@H](NC(=O)NC1CCN(Cc2ccccc2)CC1)C(=O)O	18%
COc1ccc(NC(=O)c2ccc(CN3C(=O)CCn4nc(C)cc43)cc2)c(OC)c1	-5%
Cc1ccc(-c2nc(CNC(=O)NC3CCCCC3)c(C)o2)cc1	-2%
CCOC(=O)C1=C(C)N(C)C(=O)C1(c1cc(C)c(O)c(C)c1)C(F)(F)F (stereo not drawn)	23%
O=C(CSc1n[nH]c(-c2ccccc2)n1)Nc1ccc(F)cc1F	-1%
CCN(Cc1ccccc1)C(=O)c1cc(-c2ccccc2)n[nH]1	?
Cc1csc2nc(COc3ccc(NC(=O)COc4ccc(F)cc4)cc3)cc(=O)n12	3%
Cc1cccc(Nc2nc(N)nc(CN3CCOCC(O)C3)n2)c1 (stereo not drawn)	-14%
COc1cccc(/C=C2\Oc3cc(OS(=O)(=O)c4ccc(C)cc4)ccc3C2=O)c1	-14%
CCOc1ccc(-c2nc(SCC(=O)NC3CCCC3)c(-c3ccccc3)[nH]2)cc1OC	12%
CCN(C(=O)CN1C(=O)NC(c2ccc(Cl)cc2)C2=C1COC2=O)c1ccccc1 (stereo not drawn)	-12%
O=C(Nc1cccc(C(F)(F)F)c1)N[C@H]1CO[C@H]2[C@@H]1OC[C@@H]2Nc1nccc(-c2ccc(-c3ccccc3)cc2)n1	58%[activator]

These rows are one share of the data (hit frequency here may not be typical).
